Pf growth 96h: P. falciparum growth inhibition at 96 hours. 6.9% of 320,000 active. AID 504834. P. falciparum luciferase reporter growth, 96 h. Potency, µM (highest dose often 28.7 µM), inactives show at the highest dose activity change, negative = inhibition, hits mostly inhibitors; note: potency is the fitted concentration of half-maximal effect; % is set by controls: 0 for no effect and ±100 for the full control effect
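Erythrocytes infected with luciferase-expressing P. falciparum were dispensed at 2% hematocrit and 0.05% parasitemia (final), then incubated with compounds 96 hours at 37 C in 5% CO2. Luminescence after detection reagent addition reported growth.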
Cycloheximide cs: counter-screen hit for Shiga toxin inhibitors, cycloheximide; AID 2314; max response, %; cell reporter, cycloheximide protein synthesis inhibition counterscreen; 12% of 300,000 active; in the data active = max response mostly above about 13%, no sharp cut-off; inactive = mostly below about 14%; note: read at 38.3 µM for the half of the compounds with a filed dose; 0% is about no effect
FBPA Giardia inh: inhibitors of Giardia lamblia fructose-1,6-bisphosphate aldolase | Potency, µM (top dose mostly 59.6 µM), inactives show top-dose activity, negative = inhibition, actives largely listed as inhibitors | purified Giardia FBPA | 0.71% of 290,000 active | AID 2451; note: potency is the fitted concentration of half-maximal effect; % is set by controls: 0 for no effect and ±100 for the full control effect; nearly all actives have a fitted effect of over 55% in size
Target sequence (A8B2U2 whole entry, looked up): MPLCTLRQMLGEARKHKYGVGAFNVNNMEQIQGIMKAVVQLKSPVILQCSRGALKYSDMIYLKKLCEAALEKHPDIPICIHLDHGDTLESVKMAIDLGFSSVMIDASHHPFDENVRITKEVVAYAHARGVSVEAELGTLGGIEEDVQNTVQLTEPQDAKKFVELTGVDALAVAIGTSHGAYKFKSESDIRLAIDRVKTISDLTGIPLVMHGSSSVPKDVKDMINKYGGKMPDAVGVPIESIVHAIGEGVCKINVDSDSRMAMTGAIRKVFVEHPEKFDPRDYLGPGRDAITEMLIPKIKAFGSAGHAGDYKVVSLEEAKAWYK
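40 nM FBPA preincubated 10 min at RT with compound (up to 57.5 uM final), then substrate plus GAPDH/TPI/NAD/arsenate coupling and diaphorase/resazurin added. Fluorescence read after 20 min at RT, 525/598 nm.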
Shiga inhibitor: blocks Shiga toxin action in Vero cells. Vero cells, Shiga toxin protein synthesis inhibition reporter. inhibition, % at 38.7 µM. 9.2% of 290,000 active; in the data active = inhibition mostly above about 28%, no sharp cut-off; inactive = mostly below about 43%; note: 0% is about no effect
Pf growth 48h: P. falciparum growth inhibition at 48 hours (one generation); 5.9% of 310,000 active; P. falciparum luciferase growth in erythrocytes, 48 h; Potency, µM (titrated, usually from 28.7 µM), inactives show at the top dose activity change, negative = inhibition, hits mostly inhibitors; AID 504832; note: potency is the fitted concentration of half-maximal effect; % is set by controls: 0 for no effect and ±100 for the full control effect
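Luciferase-expressing parasites in RBCs, 2% Hct / 0.1% parasitemia final; RPMI 1640 + 0.5% Albumax; 37 C, 5% CO2, one generation; luminescence read-out, lower signal = inhibition.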
Sm TGR block: blocks Schistosoma mansoni thioredoxin glutathione reductase; Q962Y6; purified TGR, DTNB reduction, TNB absorbance 405 nm; Potency, µM (titrated, usually from 114 µM), for the others: at the top dose activity change, negative = inhibition, most hits filed as inhibitors; 3% of 360,000 active; note: potency is the fitted concentration of half-maximal effect; % is set by controls: 0 for no effect and ±100 for the full control effect; nearly all actives have a fitted effect of over 60% in size
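First, TGR (20 nM dispensed) and NADPH were mixed with compound. Second, a 15 min room-temperature incubation followed. Third, further NADPH and then DTNB were added to start the reaction. Finally, TNB absorbance was monitored kinetically.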
Starred values were filed as active, the others as inactive; ? = inconclusive; / = no result given; & = joins results of further samples; [ ] = dose if it differs, or a comment. Unless noted, calls come from the whole dose curve; as a rule, active = well fitted curve in the direction sought with a large enough effect; inconclusive = small, poorly fitted or top-dose-only effect, or another doubt; inactive = no such curve, though single readings can be large; an effect the other way counts as inactive or inconclusive. The order is random; any-hit rate near 24%.

Screens in order: Pf growth 96h | Sm TGR block | Pf growth 48h | Cycloheximide cs | FBPA Giardia inh | Shiga inhibitor
Cc1cc(C)cc(NC(=S)N2CCN(S(C)(=O)=O)CC2)c1
→ -16% | 2% | 10% | -1 | -7% | -13
CCOC(=O)/C(C#N)=C\c1cn(C)c2ccccc12
→ 35%[activator] | 49%[activator] | 0% | 23 | -4% | 37
Cc1ccc(N2CC(NS(=O)(=O)c3cccnc3)CC2=O)cc1C (stereo unspecified)
→ ? | -12% | ? | / | / | /
Clc1ccc(-c2csc3ncnc(N4CCc5ccccc5C4)c23)cc1
→ ? | 2% | ? | -2 | 2% | -3
C=C(C(=O)c1ccccc1)C(CC(=O)c1ccccc1)c1ccccc1 (stereo unspecified)
→ 0% | -8% | ? | 2 | 6% | -4
O=C(CSc1ncnc2sccc12)Nc1ccccc1
→ 1% | -9% | -22% | 12 | -1% | 30
CCn1c(SCC(=O)N(C(C)C)C(C)C)nnc1-c1cc2ccccc2cc1O
→ 84%[activator] | -4% | 1.9µM* | 5 | -8% | -14
COc1cc(NC(=O)C(C)C)ccc1NC(=O)c1cc2ccccc2o1
→ -7% | 4% | 127%[activator] | 24* | 3% | 40*
CN1CCN(C(CNS(=O)(=O)c2ccc([N+](=O)[O-])cc2)c2ccc(F)cc2)CC1 (stereo unspecified)
→ 41%[activator] | -30% | ? | / | / | /
Cn1c(-c2ccc(C=O)s2)nc2ccccc21
→ ? | 2% | / | 23* | -14% | 71
CSc1sc(C(=O)Nc2ccc(F)cc2F)c2c1C=CCC2
→ -3% | ? | 0% | 12 | ? | 33
Cn1c(=O)oc2cc(S(=O)(=O)N3CCCc4ccccc43)ccc21
→ 55%[activator] | 0% | / | -5 | -2% | -4
COc1cc(O)c(C(CC(=O)N2CCCC(C)C2)c2ccc3c(c2)OCO3)c(OC)c1 (stereo unspecified)
→ ? | 3% | ? | 0&-4 | ? | -3&-11
COc1ccc(NC(=O)NNC(=O)CCc2ccc(O)c(O)c2)cc1OC
→ -9% | ? | ? | -3 | -7% | -4
O=C(NCC(=O)N(Cc1ccccc1)C(C(=O)NC1CCCC1)c1cccnc1)c1ccco1 (stereo unspecified)
→ 17µM* | 0% | 1% | -4 | 6% | -5
COc1ccc(C(=O)C2CCCN(C(=O)C3=CCCC3)C2)cc1OC (stereo unspecified)
→ ? | 6% | 9% | 6 | 0% | -4
C=CCn1c(SCC(=O)N(CC)C2CCS(=O)(=O)C2)nc2cc(C(=O)O)ccc2c1=O (stereo unspecified)
→ 9% | -9% | -17% | / | / | /
CCCCNC(=O)c1cnc2n(c1=O)CCS2
→ 32%[activator] | -1% | 13% | 0 | 1% | 15
CCN(CCCNc1ncnc2nc[nH]c12)c1cccc(C)c1
→ -11% | 0% | -4% | -4 | -12% | -5
COc1ccc(CNC(=O)CN(C2CCCCC2)S(C)(=O)=O)cc1
→ 0% | 5% | 15% | -1 | 8% | -3
c1cc[n+](CCC[n+]2ccccc2)cc1
→ 16% | ? | 20% | 6 | 0% | -7
CCN1CSC(=S)N(Cc2ccccc2)C1
→ 11% | -4% | 0% | -3 | 16% | -11
CN1CCC(CNC(=O)Nc2ccccc2)(c2ccccc2)CC1
→ 129%[activator] | 1% | 4% | -3 | 7% | -1
CCCCNC(=S)Nc1cc(S(=O)(=O)N2CCCCC2)ccc1C
→ ? | 2µM* | -11% | 0 | -7% | -6
CC(C)(C)c1ccc(/C=C/C(=O)Nc2ncccn2)cc1
→ 49%[activator] | -2% | -14% | 65* | 1% | -4.5*
CCCc1nn2c(=O)cc(CSCC(=O)Nc3ccccc3)nc2s1
→ ? | -2% | 7% | 5 | / | 4
Nn1c(Cc2ccccc2F)nnc1SCn1nnc2ccccc2c1=O
→ -5% | -6% | -14% | -3 | -9% | -26
COc1ccc(OCC2c3cc(OC)c(OC)cc3CCN2C(=O)C(C)C)cc1 (stereo unspecified)
→ ? | 1% | ? | -5 | 2% | -13
COCCn1c(SCC(=O)NCc2ccc(F)cc2)nc2ccccc21
→ ? | -10% | ? | -1 | -7% | -3
COc1ccc(OCC(=O)N2CCCC2=O)c([N+](=O)[O-])c1
→ ? | ? | 2% | 15 | / | -15
CCOC(=O)c1cc(-c2csc(Nc3c(C)cc(C)cc3C)n2)on1
→ 4% | 0% | -1% | 1 | -3% | -10
NS(=O)(=O)c1cc(C(=O)NCCOc2ccccc2)c(Cl)cc1Cl
→ 0% | 3% | 19% | -2 | -6% | -6
Cc1c([N+](=O)[O-])c2ccc(O)cc2n1-c1ccccc1
→ ? | -14% | -5% | -3 | -4% | 2
Cc1ccc(CNS(=O)(=O)c2c(C)nc3scc(C)n3c2=O)cc1
→ -24% | -13%&5% | 16% | -11 | / | -1
Cc1nn(-c2ccccc2)c(=O)c2noc(C)c12
→ 25% | 21% | 27% | -1 | 0% | -7
O=C(Cc1ccc([N+](=O)[O-])cc1)NC1CCCCCC1
→ 6% | -11% | 10% | 6 | -4% | 11
Cc1nnc(Nc2ccccn2)c2ccccc12
→ / | -17% | 48%[activator] | 1 | 3% | 39
Cc1ccc(C(=O)Oc2oc(-c3ccccc3)nc2C=Nc2ccc(N(C)C)cc2)cc1
→ 96%[activator] | ? | 162%[activator] | 78* | -13% | 130*
CNc1nc(Cl)c(SC)c(NCc2cccc(OC)c2)n1
→ 0% | -4% | 0% | -4 | 0% | -3
O=C(Cn1ncc(Cl)c(Cl)c1=O)N1CCc2ccccc21
→ -16% | 16µM* | 15% | 8 | -6% | -2
O=C(CCN1C(=O)COc2ccccc21)NCc1ccco1
→ -8% | -24% | 22% | -2 | 4% | 5
Cc1ccc(N2C(=O)N(CC(=O)Nc3ccccc3C(F)(F)F)C(=O)C2C)cc1 (stereo unspecified)
→ 27% | 3% | -27% | / | / | /
O=C(COc1ccc([N+](=O)[O-])cc1)Nc1ccc(NC(=O)c2ccccc2)cc1
→ -34% | 1% | 2% | -1 | / | 3
Cn1c(=O)oc2cc(S(=O)(=O)NCCC(=O)N3CCN(c4ccccc4)CC3)ccc21
→ 13µM* | 6% | ? | 3 | / | 8
O=C(NCCCn1ccnc1)C(=O)NCC(c1ccco1)N1CCN(c2ccccc2)CC1 (stereo unspecified)
→ 18% | ? | ? | 10 | 7% | 15
Cc1nc(C)n(CC(C)C(=O)N2CCN(S(=O)(=O)c3ccccc3)CC2)n1 (stereo unspecified)
→ -29% | 10% | ? | 1 | -8% | -3
O=C(O)/C=C/C(=O)NCCNc1ncc(C(F)(F)F)cc1Cl
→ 4% | / | 3% | 1 | 8% | -4
Cc1ccc(NC(=O)N2CCC(C(=O)NCCC3=CCCCC3)CC2)cc1
→ / | 0% | 2% | -1 | -3% | -10
CCc1c(C)nc2cc(-c3ccc(Cl)cc3)[nH]n2c1=O
→ 0% | -12% | ? | 35* | -22% | 35*
CCCCn1c(N)c(N(CCOC)C(=O)c2cc(S(=O)(=O)N3CCCCC3)ccc2C)c(=O)[nH]c1=O
→ 5% | 0% | ? | / | / | /

The listing continues.
Screens in order: Pf growth 96h | Sm TGR block | Pf growth 48h | Cycloheximide cs | FBPA Giardia inh | Shiga inhibitor
CN1CCCN(Cc2nc(-c3ccc(Cl)cc3)no2)CC1
→ ? | 18µM* | 27% | 29* | -13% | 35
O=C(COc1cccc(Cl)c1Cl)Nc1ccc2c(c1)CCC2
→ 61%[activator] | -4% | 19% | 1 | 2% | 8
O=C(O)CSCc1nc2scc(-c3ccccc3)c2c(=O)[nH]1
→ 13% | -1% | -4% | 1 | 2% | -2
O=C(COC(=O)Cc1ccc(-c2ccccc2)cc1)NCc1ccccc1
→ 23% | 0% | 12% | 5 | 9% | 29
OCC(CBr)(CBr)CBr
→ 69%[activator] | -22% | 45%[activator] | / | / | /
COc1ccc(C2CC(c3cccs3)=NN2C(=O)c2ccc(Br)o2)cc1 (stereo unspecified)
→ ? | -9% | 1.7µM* | 18 | -9% | 20
Cc1nc(-c2ccccc2)sc1-c1nc(-c2ccccc2)ncc1S(=O)(=O)c1ccccc1
→ ? | -22% | ? | 1 | -3% | -10
COc1ccc(NC(=O)COc2ccccc2Cc2ccccc2)cn1
→ ? | -7% | ? | / | / | /
Cc1cc(NC(=O)C2CC2)ncc1NC(=O)C12CC3CC(CC(C3)C1)C2
→ -21% | 0% | ? | -8 | -7% | -15
C/C(CC(=O)Nc1cc(C)cc(C)c1)=N\NC(=O)c1ccccn1
→ 29% | -21% | 46%[activator] | 37* | 0% | 43*
C=CCc1ccc(OCCN2CCc3ccccc3C2)c(OC)c1
→ 2% | -4% | ? | 14 | ? | 26
CN(Cc1ccccc1)C(=O)c1cc2cc(F)ccc2[nH]1
→ ? | 4% | ? | 65* | 2% | 75*
Cc1c(C(=O)N2CCCc3ccccc32)sc2nc(-c3ccccc3)cn12
→ -10% | -10% | -3% | 7.8* | -5% | 21
C=C(C)c1cccc(C(C)(C)NC(=O)N2CCCC(C(N)=O)C2)c1 (stereo unspecified)
→ 31%[activator] | -1% | -9% | -2 | 4% | 2
Cc1ccc(S(=O)(=O)N2[C@@H](c3cccc(Cl)c3)C(C(=O)O)=CC[C@H]2c2cccc(C)c2)cc1
→ ? | -9% | -27% | / | / | /
Cc1ccc(S(=O)(=O)N2CC=C(C(=O)NC3CCCC3)CC2)cc1
→ 41%[activator] | -20% | -27% | 0 | -1% | -10
COc1ccccc1NC(=O)c1ccc(-c2ccccc2F)o1
→ 6% | -3% | 43%[activator] | 28* | -4% | 70*
COc1ccc(CNC(=O)c2ccc(CS(=O)Cc3cccc(Cl)c3)o2)cc1 (stereo unspecified)
→ ? | ? | 1% | -2 | 5% | -5
CCOC(=O)C(=Cc1cc(=O)c(OC)co1)C(=O)OCC
→ ? | ? | ? | -7 | -2% | -16
Cc1ccc(S(=O)(=O)Nc2cc(S(=O)(=O)N3CCCCC3)ccc2N2CCOCC2)cc1
→ ? | -5% | -12% | 2 | 4% | -6
COc1ccc(NCc2nnc(SCc3ccccc3)n2-c2ccc(OC)cc2)cc1
→ 29% | 6% | ? | -4 | -1% | -11
COC(=O)c1ccc(CSc2nc(C(F)(F)F)c3c(c2C#N)CCC3)o1
→ ? | ? | ? | -2 | -17% | -7
O=c1oc2ccccc2c(NCc2ccccc2)c1[N+](=O)[O-]
→ ? | -4% | -10% | 0 | 5% | -14
CCC(C)(C)NC(=O)c1ccc(S(=O)(=O)N2CCCCCC2)cc1
→ ? | 2% | ? | 12 | 0% | 35
O=C(NCCN1CCOCC1)C1(C(F)(F)F)C/C(=C\CCO)CCCO1 (stereo unspecified)
→ / | / | / | 0 | 3% | -6
CN(CCn1ccnc1)Cc1cn(Cc2ccccc2)nc1-c1ccc2c(c1)OCO2
→ ? | -8% | ? | 0 | -1% | 14
CN(C)C(=O)On1c(-c2ccccc2)nc2ccc(Cl)cc21
→ / | 3% | -24% | 39 | -17% | 28
COc1ccc(C(=O)Cn2cnc3ccccc3c2=O)cc1OC
→ 8% | 0% | 11% | 0 | 7% | 8
CC1CCc2cc(F)ccc2N1C(=O)CSc1nnc2c3ccccc3n(C)c2n1 (stereo unspecified)
→ ? | 8% | ? | 1 | 9% | -24
Fc1ccc(/C=C2\CCCC3=C2NC(=S)NC3c2ccc(F)cc2)cc1 (stereo unspecified)
→ 8% | ? | ? | -3 | -5% | -3
Cc1cc(Br)ccc1NC(=O)CN(C)C(=O)c1ccc2ccccc2n1
→ 46%[activator] | -6% | 49%[activator] | / | / | /

Screens deposited in PubChem by National Center for Advancing Translational Sciences (NCATS).
